Integrin act MD = activators of alpha7 integrin expression for muscular dystrophy; alpha7betagal myoblasts, beta-gal FDG fluorescence, 48 h; Potency, µM (titrated, usually from 38.3 µM), without a hit: top-dose activation, hits mostly activators; actives 0.064% (n = 350,000); AID 624291;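 also: 100% = response of the positive control SU9516; nearly all actives have a fitted effect of over 60% in size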
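Alpha7betagal+/- myoblasts (passage 13) were plated 16-24 hr, then exposed to compounds (1:260 dilution of DMSO stock) for 48 hours at 37C. After MPER lysis, β-galactosidase reporter activity was read as FDG fluorescence (ex 480/em 540) after 30 minutes.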
BRCA1 expr act = activators of BRCA1 expression | Potency, µM (top dose mostly 46.1 µM), for the others: top-dose activation, usual class: activators | actives 1.1% (n = 380,000) | MCF7-BRCA1-FFLuc reporter, luminescence, 48 h; response scale: scaled: vehicle 0%, 10 µM genistein 100%; also: nearly all actives have a fitted effect of over 80% in size; some results filed as inactive show a strong effect at the top dose
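Luminescence from a BRCA1-driven firefly luciferase in MCF7 cells was read after 48 h compound exposure at 37 C. Data normalized against DMSO and a 10microM genistein activation control, then curve-fitted across the titration.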
An asterisk follows results filed as active; ? = inconclusive; [ ] = dose if it differs, or a comment. Calls follow the shape of the dose curve; as a rule, active = well fitted activation curve with a large enough effect; inconclusive = small, poorly fitted or top-dose-only effect; inactive = no such curve, though single readings can be large or run the other way. Potency is read from the fitted curve at half-maximal effect. An excerpt (hit frequency here may not be typical).

SMILES | Integrin act MD | BRCA1 expr act
COc1cccc(CN2CC(C(=O)NCCc3nccs3)CCC2=O)c1 (configuration not stated) | 22% | -7%
COc1ccccc1C(=O)N1CCN(c2nc3cc(C)cc(C)c3cc2C#N)CC1 | -3% | 3%
Cc1ccc(S(=O)(=O)Nc2ccccc2C=NNC(=O)c2ccncc2)cc1 | -27% | -14%
COc1ccc(S(=O)(=O)N(C)C[C@H]2OCc3cnnn3CCCC(=O)N([C@@H](C)CO)C[C@H]2C)cc1 | 10% | 0%
CC1=C(C(=O)N2CCOCC2)CC(CC(=O)NC2CCCCC2)C(=O)N1CCCN1CCCC1=O (configuration not stated) | -24% | 16%
CC1=NCC(C)c2ccccc21 (configuration not stated) | 7% | 14%
Cc1cccc(NC(=O)COC(=O)CN2C(=O)c3ccccc3C2=O)c1 | -4% | -1%
C[C@H]1CN([C@@H](C)CO)C(=O)CCCn2cc(nn2)CO[C@@H]1CN(C)C(=O)c1cc(-c2ccccc2)on1 | 10% | 5%
CSc1ncnc2c1ncn2CCCN1CCN(C(=O)C2CC2)CC1 | -11% | 9%
COCCn1c(C)cc(C(=O)CN2C(=O)C(=O)N(CCC3=CCCCC3)C2=O)c1C | -12% | 1%
C=CCn1c(SCC(=O)Nc2c(C)n(C)n(-c3ccccc3)c2=O)nnc1-c1ccncc1 | 1% | 12%
Cc1ccc2ccccc2c1NC(=O)CNCc1ccccc1 | -13% | 12%
CCOC(=O)C1(COCc2ccccc2)CCCCC1=O (configuration not stated) | 10% | 6%
C[C@H](CO)N1C[C@H](C)[C@@H](CN(C)S(=O)(=O)c2ccc(Cl)cc2)OCc2cnnn2CCCC1=O | 11% | 3%
N#CC(c1ccc(N)cc1)C(CC(=O)c1ccccc1)c1ccccc1 (configuration not stated) | -8% | 8%
CN(C)c1ccc(C=O)c(Oc2ccccc2)c1 | 7% | 8%
COCCCN1C(=O)C(CC(=O)NCCCCc2ccccc2)CC(C(=O)N2CCOCC2)=C1C (configuration not stated) | -2% | 12%
NC(CSC1(c2ccc(F)cc2)c2ccccc2-c2ccccc21)C(=O)O (configuration not stated) | -9% | -3%
C[C@H](CO)N1C[C@H](C)[C@@H](CN(C)C(=O)Nc2ccccc2F)Oc2cc(Br)ccc2S1(=O)=O | 8% | -5%
CCN1C(=O)[C@H]2[C@@H](c3ccc(OC)cc3)N[C@]3(CCCN(CC4CCCCC4)C3=O)[C@H]2C1=O | -14% | 0%
O=C(COC(=O)c1c(F)cccc1F)Nc1cccc(S(=O)(=O)N2CCCCC2)c1 | -8% | 2%
CN(CC(=O)NCc1cccs1)CC(=O)Nc1ccccc1Cl | 3% | 2%
Cc1ccc(N2CCC3CC2c2cc(-c4ccc(C(F)(F)F)cc4)ccc23)cc1 (configuration not stated) | -22% | 3%
CC(=O)N1CCN(S(=O)(=O)c2cccc(C(=O)NC3CCCC(C)C3C)c2)CC1 (configuration not stated) | 1% | 2%
CC1=C(C(=O)N(C)C)CC(CC(=O)NC2CCCCC2)C(=O)N1CCC1=CCCCC1 (configuration not stated) | -19% | ?
SMILES | Integrin act MD | BRCA1 expr act
O=C(O)CNc1nc(NCc2ccc(Cl)cc2)ccc1[N+](=O)[O-] | 0% | 20%
O=C(C[C@@H]1C[C@H]2c3cc(NC(=O)NC4CCCCC4)ccc3O[C@H]2[C@H](CO)O1)NC1CCCCC1 | 14% | 2%
Cc1ccc(S(=O)(=O)NN=C2CCc3ccccc32)cc1 | -2% | -32%
CC(C)CC#Cc1ccc2c(c1)O[C@H](CN(C)C(=O)Nc1ccccc1)[C@@H](C)CN([C@H](C)CO)S2(=O)=O | 13% | -4%
CCCCN1C(=O)C(CC(=O)NC2CCCC2)CC(C(=O)N(CC)CC)=C1C (configuration not stated) | -12% | 9%
CSc1ccccc1C(=O)OCC(=O)NC1CC1 | -2% | -4%
Cc1ccc(Cl)c(NC(=O)CN2C(=O)C(C)N(c3ccc(F)cc3)C2=O)c1Cl (configuration not stated) | 6% | -13%
NC(=O)CCC(C(=O)O)N1C(=O)C2C3CCC(C3)C2C1=O (configuration not stated) | -5% | 0%
Cc1ccc(C(=O)CCC(=O)OCC(=O)Nc2cc(S(=O)(=O)N(C)C)ccc2C)cc1 | 2% | 16%
COc1ccccc1CC(=O)Nc1cc(C)on1 | -2% | -9%
CC(C)CSCC1OC(n2cnc3c(N)nccc32)C(O)C1O (configuration not stated) | 4% | 6%
COc1nc(=O)n(C2C=CC(=O)O2)cc1F (configuration not stated) | -64%[inhibitor] | -61%
COc1cccc(S(=O)(=O)N(C)C[C@H]2OCc3cnnn3CCCC(=O)N([C@@H](C)CO)C[C@H]2C)c1 | -2% | 3%
O=C(Nc1c(Cl)ccc2nsnc12)c1ccc(Br)o1 | -9% | 4%
COc1ccc(NC(=O)N(C)C[C@H]2OCCCC[C@@H](C)Oc3ccc(N(C)C)cc3C(=O)N([C@H](C)CO)C[C@@H]2C)cc1 | -2% | -7%
C[C@@H]1CCCCO[C@@H](CN(C)Cc2ccc(Cl)c(Cl)c2)[C@@H](C)CN([C@H](C)CO)C(=O)c2cc(NC(=O)CCC(F)(F)F)ccc2O1 | -60%[inhibitor] | -61%
CCOc1ccc(/C=N/NC(=O)c2ccncc2)cc1OC | -2% | -4%
Cc1ccc(CNC(=O)c2ccc(S(=O)(=O)N3CCCCCC3)cc2)cc1 | -27% | -15%
O=C1OC(c2ccccc2)(c2ccccc2)c2ccsc21 | -7% | 6%
Cc1ccc([C@H]2C[C@@H](n3cc(COC(=O)c4ccccc4)nn3)[C@H](O)CN2C(=O)C2CCCCC2)cc1 | 14% | -17%
COc1cc2c(c(Br)c1N)-c1cc(Br)c(N)cc1C2=O | -15% | -71%
O=C(O)C(=Cc1ccccc1[N+](=O)[O-])c1ccc2c(c1)OCO2 | -7% | -16%
CC1(C)CC(Cc2cccc(C(F)(F)F)c2)N(C(=O)OC(C)(C)C)C1 (configuration not stated) | 21% | 11%
CCCCCC(=O)N1C[C@H](n2cc(C3CC3)nn2)[C@@H](O)C[C@@H]1c1ccccc1 | 15% | -2%
CC1(C)CC(=O)C=C(c2ccc(-c3cccc4c3sc3ccccc34)cc2)C1=O | 12% | 7%

Overlap with the part before: four entries; new compounds follow.
SMILES | Integrin act MD | BRCA1 expr act
O=C(O)C(=Cc1ccccc1[N+](=O)[O-])c1ccc2c(c1)OCO2 | -7% | -16%
CC1(C)CC(Cc2cccc(C(F)(F)F)c2)N(C(=O)OC(C)(C)C)C1 (configuration not stated) | 21% | 11%
CCCCCC(=O)N1C[C@H](n2cc(C3CC3)nn2)[C@@H](O)C[C@@H]1c1ccccc1 | 15% | -2%
CC1(C)CC(=O)C=C(c2ccc(-c3cccc4c3sc3ccccc34)cc2)C1=O | 12% | 7%
COc1ccc(NC(=O)C2CCN(S(=O)(=O)c3ccc(Cl)c(C(F)(F)F)c3)CC2)cn1 | 8% | -2%
O=C(Nc1ccn(CCCN2CCN(c3ccccc3)CC2)c(=O)n1)OCc1ccccc1 | -32% | -13%
COc1cccc(-c2cc3nc(C)c(C)c(N4CCN(C(=O)c5ccoc5)CC4)n3n2)c1 | 10% | -15%
Cn1c(N)c(C(=O)N2CCN(c3ccccc3)CC2)c(=O)n(C)c1=O | -11% | 12%
COC(=O)C[C@H]1C[C@H]2c3cc(NC(=O)NC4CCCC4)ccc3O[C@H]2[C@@H](CO)O1 | -11% | -13%
COCC1CCN(C(=O)c2ccc3oc(CCc4ccccc4)nc3c2)C1 (configuration not stated) | -3% | 88%
COc1cc(/C=N/NC(=O)c2nnn(-c3nonc3N)c2C)ccc1OCc1ccc(Cl)cc1 | 20% | ?
COc1cccc(COC(=O)C(Cc2ccccc2)NC(=O)c2ccco2)c1 (configuration not stated) | -7% | -1%
Cc1ccc(-c2nn(-c3ccccc3)cc2C(=O)Nc2cccc(S(=O)(=O)NC3=NCCC3)c2)cc1 | 1% | -22%
COc1ccc([C@H]2C[C@@H](n3cc(COC(=O)c4ccccc4)nn3)[C@H](O)CN2Cc2cccs2)cc1 | 7% | 0%
Cc1ccc([C@H]2C[C@H](n3cc(COC(=O)c4ccccc4)nn3)[C@@H](O)CN2CC2CCCCC2)cc1 | 7% | -41%
COc1ccccc1C#Cc1cnc2c(c1)C(=O)N([C@H](C)CO)C[C@H](C)[C@@H](CN(C)S(=O)(=O)c1cn(C)cn1)O2 | -18% | 0%
COCCn1c(=S)[nH]c2cc(C(=O)NCc3ccccc3)ccc2c1=O | -3% | -2%
CC(C)(CNC(=O)c1cccc(S(=O)(=O)N2CCCCC2)c1)N1CCOCC1 | 9% | -15%
CC1NC(=O)c2cccnc2-n2c1nc1cc(F)c(F)cc1c2=O (configuration not stated) | 2% | -6%
CCCCCCN1C[C@@H](O)[C@H](n2cc(COC(=O)c3ccccc3)nn2)C[C@@H]1c1ccccc1 | 10% | 5%
CCOc1ccc2oc(C(=O)Nc3ccc(C)cn3)c(C)c2c1 | -14% | 26%
COc1cc(OC)cc(C(=O)OCC(=O)NC2CCCCCCC2)c1 | 14% | -9%
COc1cccc(C(=O)NCC2CCCN(C(=O)Cc3cccc(C)c3)C2)c1OC (configuration not stated) | -6% | 6%
CC1(C)C(C(N)=O)C(=O)NC(=O)C1C(N)=O (configuration not stated) | -6% | 3%
CN(C(=O)COC(=O)c1cccc(S(=O)(=O)N2CCCCCC2)c1)c1ccccc1 | 9% | -8%
C[C@@H]1CN([C@@H](C)CO)C(=O)c2cc(C#Cc3ccccc3)cnc2O[C@@H]1CN(C)Cc1ccccn1 | -1% | -3%
CCNC(=O)Nc1cc(S(=O)(=O)N2CCOCC2)ccc1N1CCCCC1 | 9% | -21%
Cc1ccnc(SC2CC(=O)N(c3ccccc3)C2=O)n1 (configuration not stated) | -9% | 4%
COc1ccccc1C(=O)N1CCN(C(=O)c2oc3c(C)c(C)ccc3c2C)CC1 | 5% | -37%

3 entries picked at random from those above, as already listed:
SMILES | Integrin act MD | BRCA1 expr act
Cc1cccc(NC(=O)COC(=O)CN2C(=O)c3ccccc3C2=O)c1 | -4% | -1%
COc1cc2c(c(Br)c1N)-c1cc(Br)c(N)cc1C2=O | -15% | -71%
COc1cc(OC)cc(C(=O)OCC(=O)NC2CCCCCCC2)c1 | 14% | -9%

Later entries
SMILES | Integrin act MD | BRCA1 expr act
C[C@@H]1CN([C@H](C)CO)C(=O)c2cc(NC(=O)Nc3ccc(F)cc3)ccc2O[C@@H](C)CCCCO[C@H]1CN(C)Cc1ccc(C(=O)O)cc1 | -1% | 13%
C[C@@H]1CN([C@@H](C)CO)C(=O)c2cc(Br)cnc2O[C@@H]1CN(C)Cc1cncnc1 | -1% | 11%
Cc1noc(C)c1S(=O)(=O)N(C)C[C@H]1OCc2cnnn2CCCC(=O)N([C@H](C)CO)C[C@H]1C | -6% | 24%
C[C@@H]1CN([C@@H](C)CO)C(=O)CCCn2nncc2CO[C@@H]1CN(C)S(=O)(=O)c1ccc(F)cc1 | 7% | -7%
C[C@@H]1Cn2cnc(C(=O)N[C@@H](Cc3c[nH]c4ccccc34)C(=O)OC(C)(C)C)c2C(=O)N1 | 19% | 11%
C[C@H](CO)N1C[C@H](C)[C@H](CN(C)S(=O)(=O)c2ccc(-n3cccn3)cc2)OCc2cnnn2CCCC1=O | -15% | 0%
CN(CC1CCCN(CCc2ccccc2F)C1)C(=O)c1cc2ccccc2o1 (configuration not stated) | -36% | -19%
CC1=C(C(=O)N(C)C)CC(CC(=O)NCCCN(C)C)C(=O)N1Cc1ccc(C(C)(C)C)cc1 (configuration not stated) | 6% | 5%
Cc1cc(C)n(-c2ccc(C(=O)N3CCN(S(=O)(=O)c4ccc(Br)cc4Cl)CC3)cc2)n1 | -6% | -20%
Cc1ccc(S(=O)(=O)Nc2ccc3c(c2)C(=O)N([C@@H](C)CO)C[C@@H](C)[C@@H](CN(C)CC2CC2)OCCCC[C@@H](C)O3)cc1 | -34% | -19%
CC(=O)N1CCN(S(=O)(=O)c2cccc(C(=O)N3CCN(S(=O)(=O)c4c(C)c(C)cc(C)c4C)CC3)c2)CC1 | -13% | -22%
CCCC#Cc1cnc2c(c1)C(=O)N([C@H](C)CO)C[C@@H](C)[C@H](CN(C)S(=O)(=O)c1cccc(OC)c1)O2 | -17% | 0%
Nc1ccn(CCCNC2CCN(Cc3ccccc3)CC2)c(=O)n1 | 9% | 14%
CCC(Sc1nc2ccsc2c(=O)n1CCC(=O)O)C(=O)Nc1ccc(Cl)cc1 (configuration not stated) | -15% | -2%
CSCCC(NC(=O)c1ccccc1Cl)C(=O)NCCOc1ccc(C)cc1 (configuration not stated) | 19% | -18%
O=C(O)c1ccccc1Cc1ccc(F)c2ccccc12 | -10% | 22%

4 entries from above in a different format:
O=C1OC(c2ccccc2)(c2ccccc2)c2ccsc21
  Integrin act MD: -7%
  BRCA1 expr act: 6%

COc1cccc(-c2cc3nc(C)c(C)c(N4CCN(C(=O)c5ccoc5)CC4)n3n2)c1
  Integrin act MD: 10%
  BRCA1 expr act: -15%

O=C(C[C@@H]1C[C@H]2c3cc(NC(=O)NC4CCCCC4)ccc3O[C@H]2[C@H](CO)O1)NC1CCCCC1
  Integrin act MD: 14%
  BRCA1 expr act: 2%

COc1ccccc1C#Cc1cnc2c(c1)C(=O)N([C@H](C)CO)C[C@H](C)[C@@H](CN(C)S(=O)(=O)c1cn(C)cn1)O2
  Integrin act MD: -18%
  BRCA1 expr act: 0%
